Compound activity (PubChem)
CIT2-GFP yeast: modulators of CIT2-GFP expression in yeast, primary screen, S. cerevisiae, GFP fusion, multiplex flow cytometry, MLPCN library | 320,000 compounds, 0.065% hits | GFP response vs DMSO, % at 10 µM | AID 2029, 2009 | S. cerevisiae CIT2-GFP strain, 3 h; 100 means same as DMSO wells;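 active = GFP response relative to DMSO above a set limit, near the screen mean plus 3 SD, cut at about 150% in these data; inconclusive = Fewer than 70 cells measured for a yeast strain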;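 also: ratio of well median GFP fluorescence to mean of DMSO wells on the plate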
AHR activator: AHR activators, primary screen, cell-based, luminescence, luciferase reporter, human; AHR-responsive luciferase reporter cells; activation, % at 5 µM; 320,000 compounds, 2.5% hits; in the data active = activation above about 47%;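 also: 0% = vehicle wells and 100% = reference agonist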
Target sequence (P35869 whole entry, looked up): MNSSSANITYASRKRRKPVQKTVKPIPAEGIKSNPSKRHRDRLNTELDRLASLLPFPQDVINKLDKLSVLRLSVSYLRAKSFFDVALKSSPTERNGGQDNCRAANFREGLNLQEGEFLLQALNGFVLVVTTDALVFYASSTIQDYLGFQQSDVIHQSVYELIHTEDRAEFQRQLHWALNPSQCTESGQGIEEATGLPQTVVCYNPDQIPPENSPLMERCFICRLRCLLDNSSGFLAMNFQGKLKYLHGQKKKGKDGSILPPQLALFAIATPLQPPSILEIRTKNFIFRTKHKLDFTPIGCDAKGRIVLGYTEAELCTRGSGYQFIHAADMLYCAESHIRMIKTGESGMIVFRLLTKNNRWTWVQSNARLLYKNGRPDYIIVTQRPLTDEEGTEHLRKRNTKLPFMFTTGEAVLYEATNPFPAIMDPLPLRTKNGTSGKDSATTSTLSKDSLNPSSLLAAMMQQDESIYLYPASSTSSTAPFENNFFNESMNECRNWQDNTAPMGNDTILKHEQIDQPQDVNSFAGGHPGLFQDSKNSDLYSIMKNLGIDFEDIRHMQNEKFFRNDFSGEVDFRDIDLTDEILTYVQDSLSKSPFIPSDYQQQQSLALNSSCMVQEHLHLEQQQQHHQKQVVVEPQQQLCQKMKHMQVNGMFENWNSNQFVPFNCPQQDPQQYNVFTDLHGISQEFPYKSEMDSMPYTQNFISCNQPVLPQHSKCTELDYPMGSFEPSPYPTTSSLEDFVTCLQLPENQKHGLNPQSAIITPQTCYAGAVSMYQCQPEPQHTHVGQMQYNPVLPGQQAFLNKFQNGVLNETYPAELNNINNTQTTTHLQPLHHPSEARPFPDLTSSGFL
CR mimetic SO: reduction of superoxide in aged yeast, primary screen, HTS; 330,000 compounds, 0.18% hits; superoxide response (% of plate mean), % at 10 µM; S. cerevisiae aged cells, superoxide DHE fluorescence; hits give low values;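 active = superoxide response under a set limit, about three screen SD below normal, cut at about 65% in these data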;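 also: yeast aged for seven days with compound at 30 °C before DHE staining; 100% = average MFI of all compound-treated wells on the plate with controls excluded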
MEP2 TOR yeast: modulators of MEP2-GFP levels in yeast, primary screen, S. cerevisiae, multiplex flow cytometry, MLPCN library; S. cerevisiae MEP2-GFP strain, 3 h; 100% = DMSO control level; GFP response vs DMSO, % at 10 µM; 330,000 compounds, 0.51% hits;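 active = GFP response versus DMSO above a set limit, roughly screen mean plus 3 SD, cut at about 180% in these data; inconclusive = fewer than 70 cells counted for a yeast strain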;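 also: median GFP fluorescence of the barcode-gated MEP2-GFP cells per well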
RPL19A-GFP yeast: RPL19A-GFP expression modulators in yeast, primary screen, cell-based, S. cerevisiae, multiplex flow cytometry, MLPCN; 330,000 compounds, 0.3% hits; S. cerevisiae RPL19A-GFP strain, 3 h; hits give low values; percent response vs DMSO, % at 10 µM;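 active = percent response vs DMSO below 50%; inconclusive = fewer than 70 events counted for the yeast strain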;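 also: median channel GFP fluorescence of the barcoded RPL19A-GFP strain; ratio of sample median GFP to plate DMSO average so 100% = DMSO; lower means less RPL19A-GFP as with rapamycin TOR inhibition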
Efflux pump inh: inhibitors of Candida efflux pumps in yeast, primary screen, S. cerevisiae, Nile Red, multiplex. inhibition, % at 10 µM. S. cerevisiae Candida pump triplex. AID 485275, 2010. 330,000 compounds, 0.44% hits;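 active = plate passing quality check with inhibition over a set limit, or well fluorescence over plate mean plus 4 SD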;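 also: Nile Red retained in pooled yeast measured as flow cytometry median fluorescence; 0% = buffer negative control and 100% = Enniatin B positive control; higher means more Nile Red kept so more efflux inhibition; some compounds called inactive have numbers as strong as hits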
AGP1-GFP MLPCN: modulators of AGP1-GFP expression in yeast TOR pathway, primary screen, cell-based, multiplex flow cytometry, S. cerevisiae, MLPCN library | 3 h; GFP as percent of DMSO wells | GFP response vs DMSO, % at 10 µM | 320,000 compounds, 0.02% hits;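 active = GFP response relative to DMSO above a set limit, near screen average plus 3 SD, cut at about 150% in these data; inconclusive = fewer than 70 cells counted for the yeast strain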;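 also: median GFP channel fluorescence of the gated AGP1 strain per well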
LAP4 TOR yeast: modulators of LAP4-GFP expression in yeast, primary screen, S. cerevisiae, multiplex flow cytometry, MLPCN library | GFP response vs DMSO, % at 10 µM | 320,000 compounds, 0.34% hits | 3 h; median GFP as percent of DMSO wells;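 active = GFP response vs DMSO above a set limit, about the screen mean plus 3 SD, cut at about 150% in these data; inconclusive = under 70 cell events counted for the yeast strain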
An asterisk follows results filed as active; ? = inconclusive; . = not tested or not shown. Compounds as they come; 3.9% or so of the library scored in one or more.

SMILES	CIT2-GFP yeast	AHR activator	CR mimetic SO	MEP2 TOR yeast	RPL19A-GFP yeast	Efflux pump inh	AGP1-GFP MLPCN	LAP4 TOR yeast
CC(=O)N1c2ccc(S(=O)(=O)NCc3ccccc3Cl)cc2CC1C (configuration not stated)	99	-3	111	99	97	-0.2	95	88
CCC1CCCCN1C(=O)COC(=O)c1cc(=O)[nH]c2ccccc12 (configuration not stated)	103	8	100	104	112	-0.2	106	110
O=C(CNC(=O)c1cccs1)NCC(=O)OCC(=O)c1ccccc1	103	0	112	104	100	0.1	101	93
Cc1csc(NC(=O)c2c(-c3c(F)cccc3Cl)noc2C)n1	102	24	87	100	98	-0.1	102	97
Cc1ccc(NC(=O)c2ccc(N3C(=O)C4CC=C(Cl)CC4C3=O)cc2)cc1 (configuration not stated)	102	-1	113	107	103	-0.1	108	106
O=C(O)C1C2C=CC(C2)C1C(=O)NC(c1ccccc1)c1ccccc1 (configuration not stated)	105	2	88	98	97	-0.1	103	95
CCC(C)(C)n1nnnc1CN1CCSCC1	99	-1	88	105	98	0.0	99	102
Cc1[nH]c2ccccc2c1C(=O)C(=O)N(C)C1CCCCC1	99	1	105	101	100	-0.3	104	109
CCN(CC(=O)NC(C)C)Cc1nc2sc3c(c2c(=O)[nH]1)CCC3	104	12	109	98	98	0.1	101	96
COc1ccccc1-n1nnnc1SCC(=O)NCC1(N2CCOCC2)CCCCC1	91	0	122	93	93	0.2	94	92
CC1(C)CC2CC(C)(CN2C(=O)COC(=O)c2ccc(Cl)cc2N)C1 (configuration not stated)	84	1	106	90	88	0.1	87	87
COc1ccc(C2Nc3ccc4ccccc4c3-c3c2c(=O)oc2ccccc32)cc1 (configuration not stated)	91	7	107	114	79	1.7*	86	87
CC(C)=CCN1CCC(n2nccc2NC(=O)c2ccccc2Cl)CC1	103	0	91	105	105	0.0	101	98
Cc1ccc2[nH]cc(CCNC(=O)CN3C(=O)c4ccccc4C3=O)c2c1	104	2	94	104	111	0.0	107	88
COc1ccc(CNC(=O)CCCn2nc(C)c3c(C)n(-c4ccc(C)cc4)nc3c2=O)cc1OC	104	-1	87	109	103	-0.1	103	100
O=C(NCCn1cc(SCc2ccccc2)c2ccccc21)c1ccccc1F	109	14	108	96	102	0.0	99	96
CC(OC(=O)CCNS(=O)(=O)c1cccs1)C(=O)Nc1ccc(S(N)(=O)=O)cc1 (configuration not stated)	88	-2	117	99	91	0.1	91	91
c1ccc(-c2cn(-c3ccccc3)c3ncnc(NCCCN4CCOCC4)c23)cc1	88	-3	101	?	92	0.1	?	?
C=CCn1c(Cc2nc3ccccc3[nH]2)n[nH]c1=S	94	7	111	104	99	0.0	104	106
Cc1cc(C)c(NC(=O)CCCn2c(=O)oc3ccccc32)c(C)c1	95	-1	117	102	98	0.0	103	106
O=C1CC(N2CCN(c3ccccn3)CC2)C(=O)N1c1ccc(Cl)cc1 (configuration not stated)	93	3	96	69	105	0.1	81	98
O=C1NC(=O)c2cc(Br)cc3cccc1c23	113	4	88	105	99	-0.2	99	99
Cc1c(Cl)cccc1NC(=O)C1NC(=O)CC1c1ccccc1 (configuration not stated)	98	-1	91	95	98	-0.4	106	103
COc1ccc(-c2ccc(N(C)C)cc2)cc1[C@H]1[C@H]2C=CC[C@@H](C)[C@@H]2C(=O)N1Cc1ccccc1	101	5	99	101	102	0.0	104	90
COCCCNC(=S)N(Cc1ccccc1)Cc1ccc(F)cc1	97	-3	91	97	97	0.1	101	101

Full records as entered above. Order of values: CIT2-GFP yeast	AHR activator	CR mimetic SO	MEP2 TOR yeast	RPL19A-GFP yeast	Efflux pump inh	AGP1-GFP MLPCN	LAP4 TOR yeast
CCN(CC(=O)NC(C)C)Cc1nc2sc3c(c2c(=O)[nH]1)CCC3 reads 104	12	109	98	98	0.1	101	96
CCC1CCCCN1C(=O)COC(=O)c1cc(=O)[nH]c2ccccc12 (configuration not stated) reads 103	8	100	104	112	-0.2	106	110

Other records follow.
SMILES	CIT2-GFP yeast	AHR activator	CR mimetic SO	MEP2 TOR yeast	RPL19A-GFP yeast	Efflux pump inh	AGP1-GFP MLPCN	LAP4 TOR yeast
CCOC(=O)[C@@H]1[C@H]2COc3ccc(Br)cc3[C@@H]2N2C(=O)N(c3ccc(OC)cc3)C(=O)[C@]12C	93	-2	115	85	95	0.1	86	96
Cc1cccc(OC(C)C(=O)N/N=C\c2ccncc2)c1 (configuration not stated)	88	0	95	93	91	0.2	94	88
O=C(OCC(=O)N(c1ccccc1)C1CCCCC1)c1ccc(CO)cc1	85	-1	107	94	92	0.0	92	89
O=C1c2ccccc2C(=O)N1CCc1csc(NNc2nc(CCN3C(=O)c4ccccc4C3=O)cs2)n1	102	1	94	112	99	0.1	101	103
Cc1ccc(-n2c(SCC(=O)NCCN3C(=O)CSC3=O)nnc2-c2ccccc2)cc1	100	0	108	99	100	-0.1	99	92
COc1ccc(OC)c(CN2CCN(Cc3cccc4ccccc34)CC2)c1	92	5	108	82	96	0.0	96	88
COc1ccc(OC)c(NC(=O)c2nnn(Cc3ccc(Br)cc3F)c2N)c1	100	7	95	113	99	0.0	102	108
O=C(CSc1nnnn1-c1ccccc1)Nc1nc(-c2ccccc2)ns1	93	18	96	103	99	0.0	97	97
COc1ccccc1NC(=O)N1C2CCCC1CC(NC(=O)c1ccccc1)C2 (configuration not stated)	76	6	82	108	103	0.0	96	93
O=C(CCC(=O)Nc1ccc(Cl)cc1Cl)NNC(=O)Nc1ccccc1	101	1	105	86	93	0.0	96	91
O=C(CSC1=NCCN1)NC1CCCCCC1	99	-2	100	94	96	-0.2	97	89
O=C(O)c1cc([N+](=O)[O-])ccc1NCCO	99	2	98	102	105	-0.5	106	102
CC(C)(C(=O)c1ccccc1)/[N+]([O-])=C/c1ccc(F)cc1	112	-1	101	99	.	-0.3	99	102
COc1ccc(C(=O)NNC(=O)C(=O)/C=C(\O)c2ccc(C)cc2)cc1	77	9	91	94	107	0.0	87	95
CN=C(Nc1ccc(Cl)cc1)c1cccc(C(F)(F)F)c1	87	84*	98	108	96	0.1	37	85
Cc1cc(C)n(CCCNC(=O)C(C)(C)Oc2ccc(Cl)cc2)n1	98	1	112	100	99	0.1	99	98
NCCOc1ccc(C2CCCCC2)cc1	93	0	103	96	98	0.1	96	99
CCc1nnc(NC(=O)CN2CCC(O)(c3ccccc3OC)CC2)s1	94	-3	109	98	94	-0.1	98	101
CCOC(=O)OC(C)OC1=C(C(=O)Nc2ccccn2)N(C)S(=O)(=O)c2ccccc21 (configuration not stated)	113	-3	94	99	108	0.0	103	113
Fc1ccc(NC(=S)NC2CC3CCC(C2)N3Cc2ccco2)cc1 (configuration not stated)	99	1	97	100	101	-0.1	101	94
CC(C)(C)N=C1SCC(C)(/C=N/O)S1 (configuration not stated)	104	-2	98	99	102	0.0	107	95
Cc1ccc(Sc2nc(C)c([N+](=O)[O-])c(C)c2C#N)cc1	90	-1	115	100	97	0.0	96	110
O=C(O)c1ccc(N/N=C/C=C/c2ccc([N+](=O)[O-])o2)cc1	103	10	130	114	101	0.0	94	115
COC(C(=O)Nc1ccc(C(C)=O)cc1)c1ccccc1 (configuration not stated)	96	1	91	100	98	-0.1	97	107
CN(Cc1ccccc1)C(=O)COC(=O)CCC(=O)c1ccc(F)cc1	101	0	121	113	104	0.1	101	99

Structural class: the entries above with a thiophene ring, fused or not.
SMILES	CIT2-GFP yeast	AHR activator	CR mimetic SO	MEP2 TOR yeast	RPL19A-GFP yeast	Efflux pump inh	AGP1-GFP MLPCN	LAP4 TOR yeast
O=C(CNC(=O)c1cccs1)NCC(=O)OCC(=O)c1ccccc1	103	0	112	104	100	0.1	101	93
CCN(CC(=O)NC(C)C)Cc1nc2sc3c(c2c(=O)[nH]1)CCC3	104	12	109	98	98	0.1	101	96
CC(OC(=O)CCNS(=O)(=O)c1cccs1)C(=O)Nc1ccc(S(N)(=O)=O)cc1 (configuration not stated)	88	-2	117	99	91	0.1	91	91

Next structures:
SMILES	CIT2-GFP yeast	AHR activator	CR mimetic SO	MEP2 TOR yeast	RPL19A-GFP yeast	Efflux pump inh	AGP1-GFP MLPCN	LAP4 TOR yeast
O=C(Nc1ccccc1F)N(Cc1ccc(F)cc1)Cc1nc2ccccc2c(=O)[nH]1	100	0	107	104	96	-0.1	102	99
CN1CCN(CCCC(=O)c2ccc(C3CCCC3)cc2)CC1	96	3	103	103	102	0.2	99	103
COC(=O)[C@]1(C)N[C@H](CN(C)S(=O)(=O)c2ccccc2)[C@@H]2C(=O)N(C)C(=O)[C@@H]21	98	-1	94	100	102	-0.1	109	111
Cc1ccc(OCC(=O)N2CCN(C3=NS(=O)(=O)c4ccccc43)CC2)cc1	105	1	95	98	.	-1.0	96	98
O=c1c2[nH]c3ccc(F)cc3c2ncn1CCN1CCOCC1	102	5	109	99	101	-0.1	100	98
CC1(C)OC(=O)C=C[C@]2(C)[C@H]3CC[C@@]4(C)[C@H](c5ccoc5)OC(=O)[C@H]5O[C@]54[C@]3(C)C(=O)C[C@@H]12	103	0	98	99	100	-0.2	101	103
Cn1c(=O)c2c(nc(CN3CCN(c4cccc(Cl)c4)CC3)n2CCc2ccccc2)n(C)c1=O	97	-3	88	102	101	0.1	103	100
Cc1cc(N/N=C/c2ccccc2F)nc(NCc2ccccc2)n1	90	12	115	95	94	0.1	104	109
COc1cccc2cc(-c3ccnc(=S)[nH]3)oc12	103	24	85	103	100	0.1	107	123
C/C(=C\c1ccccc1)C(=O)n1nnc2ccccc21	88	2	90	92	90	-0.3	78	117
Cc1cc(F)ccc1NC(=O)CCc1ccc(S(=O)(=O)N2CCOCC2)cc1	112	1	84	104	104	0.1	107	105
O=S1(=O)CCC(SCc2nc3sccn3c2Br)C1 (configuration not stated)	100	1	112	106	102	0.0	106	101
CC1(C)Cc2ccccc2C(c2cc3ccccc3oc2=O)=N1	97	4	95	93	90	0.0	91	90
Cc1ccc(CSCC(=O)NCCCN2CCOCC2)cc1	97	5	93	103	103	0.1	93	91

Grouped by structure: those above containing a nitro group on carbon (3)
SMILES	CIT2-GFP yeast	AHR activator	CR mimetic SO	MEP2 TOR yeast	RPL19A-GFP yeast	Efflux pump inh	AGP1-GFP MLPCN	LAP4 TOR yeast
O=C(O)c1cc([N+](=O)[O-])ccc1NCCO	99	2	98	102	105	-0.5	106	102
Cc1ccc(Sc2nc(C)c([N+](=O)[O-])c(C)c2C#N)cc1	90	-1	115	100	97	0.0	96	110
O=C(O)c1ccc(N/N=C/C=C/c2ccc([N+](=O)[O-])o2)cc1	103	10	130	114	101	0.0	94	115

Arranged by the number under AHR activator (lowest first): some entries from above
SMILES	CIT2-GFP yeast	AHR activator	MEP2 TOR yeast	RPL19A-GFP yeast	Efflux pump inh	AGP1-GFP MLPCN	LAP4 TOR yeast
Cc1cc(F)ccc1NC(=O)CCc1ccc(S(=O)(=O)N2CCOCC2)cc1	112	1	104	104	0.1	107	105
C/C(=C\c1ccccc1)C(=O)n1nnc2ccccc21	88	2	92	90	-0.3	78	117
O=c1c2[nH]c3ccc(F)cc3c2ncn1CCN1CCOCC1	102	5	99	101	-0.1	100	98
